RNase H inhibition = RNase H inhibition, HIV 1 Gag Pol polyprotein, FRET biochemical assay, screening (AID 372). HIV-1 RT RNase H, FRET RNA/DNA substrate fluorescence; higher % means a stronger effect. one-dose inhibition, % at 10 µM; IC50 in µM for titrated hits. hit rate 0.77% among 100,000; in the data active = inhibition above about 50%
The depositor's hits bear a star. Some of the compounds tested (hit frequency here may not be typical).

SMILES	RNase H inhibition
Cc1ccc(-c2nc3ccccc3o2)cc1NC(=S)NC(=O)c1cccs1	44%
CCCCc1ccc(C(=O)NNC(N)=S)cc1	9%
Cc1ccc(/C=C2\C(=O)NC(=O)N(Cc3ccccc3)C2=O)o1	36%
O=C(c1ccc(F)cc1)N1CCN(c2ccc(Cl)cc2[N+](=O)[O-])CC1	9%
Cc1[nH][nH]c(=O)c1C(c1ccccc1F)C(C#N)C#N (stereo not drawn)	2%
Cc1c(Cl)cccc1NC(=O)c1cc2nc(-c3cccs3)cc(C(F)(F)F)n2n1	23%
CC(CCc1ccccc1)NC(=O)C1(c2ccccc2)CCOCC1 (stereo not drawn)	7%
CCOC(=O)C1=C(C)N=c2s/c(=C\c3ccc(O)c(OC)c3)c(=O)n2C1c1cccc(OC)c1 (stereo not drawn)	25%
COc1ccc(OCCOc2ccccc2/C=C2\SC(=O)NC2=O)cc1	16%
Cc1c(N=Cc2c(O)n(-c3ccccc3C(F)(F)F)c(=O)c3ccccc23)c(=O)n(-c2ccccc2)n1C	14%
CC(=O)NS(=O)(=O)c1ccc(NC(=O)c2ccc(Br)o2)cc1	0%
Cc1cc(C)n(S(=O)(=O)c2ccc(Cl)c(Cl)c2Cl)n1	23%
CC1=C(C(=O)Nc2ccc(Cl)cc2)C(c2ccccc2F)NC(=O)N1 (stereo not drawn)	0%
COC(=O)c1ccccc1NC(=O)CSc1ncn[nH]1	0%
CCOC(=O)c1cccc(NC(=O)c2ccccc2Br)c1	4%
Clc1ccc(N2CCN(N=Cc3cccc(Br)c3)CC2)cc1	9%
CC(Oc1ccc(Cl)cc1Cl)C(=O)N1CCC(Cc2ccccc2)CC1 (stereo not drawn)	21%
Fc1ccc(C=NN2CCN(Cc3ccccc3)CC2)cc1	2%
COc1ccc2c(C=Nc3ccccc3)c(O)n(Cc3ccccc3)c(=O)c2c1	4%
Cc1cc(C)c2oc(-c3cccc(NC(=S)NC(=O)c4oc5ccccc5c4C)c3C)nc2c1	1%
O=C(Nc1cc(Cl)c(Cl)cc1Cl)c1ccc(Cl)cc1Cl	2%
O=C(Nc1ccc(Cl)cc1Cl)c1ccc(NC(=O)c2cccs2)cc1	22%
CN1C(=O)/C(=N/OC(=O)c2ccc(Cl)cc2Cl)c2ccccc21	8%
CC1CN(C)C(C)C/C1=N/OC(=O)COc1ccc(Cl)cc1 (stereo not drawn)	2%
C=CCN1C(=O)/C(=C\c2cn(Cc3ccccc3F)c3ccccc23)SC1=S	15%
O=C(Nc1cccc(Cl)c1)Nc1cc(C(F)(F)F)ccc1Cl	6%
CCCCN(C)Cn1[nH]c(=O)ccc1=O	9%
O=C(N/N=C/c1ccc(O)c(Br)c1)c1cccc2ccccc12	14%
CN(C)c1ccc(C2Nc3ccc(C(=O)c4ccccc4)cc3NC3=C2C(=O)CC(C)(C)C3)cc1 (stereo not drawn)	18%
CCOc1cc(C2C(C(=O)OCCOc3ccccc3)=C(C)NC3=C2C(=O)CC(c2ccc(Cl)cc2)C3)cc(Cl)c1O (stereo not drawn)	15%

Quoted at random: 2 records from the list
SMILES	RNase H inhibition
CC1CN(C)C(C)C/C1=N/OC(=O)COc1ccc(Cl)cc1 (stereo not drawn)	2%
Cc1cc(C)c2oc(-c3cccc(NC(=S)NC(=O)c4oc5ccccc5c4C)c3C)nc2c1	1%

Going on with the list.
SMILES	RNase H inhibition
C=CCn1c(Sc2c(-c3ccccc3)c3ccc(Cl)cc3[nH]c2=O)nnc1-c1ccncc1	23%
CC1(C)c2ccccc2N(c2ccccc2)C12C=Cc1cc(Cl)cc(Cl)c1O2 (stereo not drawn)	1%
O=C(CSc1nc2ccccc2n1Cc1ccccc1)N/N=C/c1cccc(Cl)c1	19%
CCOC(=O)C(C#N)C1(c2ccc(F)cc2)CCOC(C)(CC)C1 (stereo not drawn)	0%
O=C1Nc2ccccc2C1=Nc1ccc(Br)cc1	15%
C/C(C=Nn1c(-c2ccc(Cl)cc2Cl)n[nH]c1=S)=C\c1ccccc1	0%
CCOC(=O)c1c[nH]n(-c2nc(-c3ccccc3)cs2)c1=O	4%
COc1ccc(/C=C2\NC(=S)N(c3ccccc3)C2=O)cc1OC	7%
COc1cc(C(=O)Nc2ccc(Cc3ccncc3)cc2)cc(OC)c1OC	56%*
O=C(NC(c1cccc(F)c1)c1ccc2cccnc2c1O)c1ccccc1 (stereo not drawn)	21%
Cc1ccc(C(=O)N/C(=C/c2ccccc2F)C(=O)NN)cc1	0%
CC(Oc1ccc(Cl)cc1Cl)C(=O)Nc1ccccc1F (stereo not drawn)	32%
O=C(N/C(=C/c1ccc(Br)cc1)c1nc2ccccc2[nH]1)c1ccco1	4%
O=C(NC(=S)Nc1cc([N+](=O)[O-])ccc1F)c1cccc2c(Br)cccc12	33%
Cc1ccc(-c2nc(-c3ccc(Cl)cc3)no2)cc1	0%
CCOC(=O)c1c(-n2c(C)cc(/C=C(\C#N)C(=O)Nc3ccc(OC)cc3)c2C)sc2c1CCCC2	14%
CC(C)(C)c1ccc(OCC(=O)N2CCC(Cc3ccccc3)CC2)cc1	19%
CCOC(=O)C(=O)N=Nc1c(O)[nH]c2ccc(Br)cc12	0%
O=C(Cc1cccc2ccccc12)N/N=C/c1ccc(-c2ccc(Br)cc2)o1	10%
CC(C)c1ccc(/C=C/C(=O)Nc2ccc(C(N)=O)cc2)cc1	9%
Cc1ccc(N2NC(=O)/C(=C\c3ccc(Br)cc3)C2=O)cc1	15%
Cc1ccc(NC(=O)/C=C2\SC(=O)NC2=O)cc1	10%
O=C(N1N=C(c2ccccc2)CC1c1ccccc1)C(F)(F)F (stereo not drawn)	10%
O=C(c1ccc(Cl)cc1)c1ccc(N2CCOCC2)c([N+](=O)[O-])c1	16%
N#CC1=C(SCC(=O)Nc2ccc(Br)cc2)NC(=O)CC1c1ccc(Cl)cc1 (stereo not drawn)	23%
COc1ccc(/C=C2/C=C(c3ccc4cc(C)ccc4c3)OC2=O)cc1	6%
CC(C)Oc1ccc(C(=O)NC(=S)Nc2cccc(C(F)(F)F)c2)cc1	14%
CCOC(=O)c1ccccc1NC(=O)CN(c1ccc(C)c(Cl)c1)S(C)(=O)=O	30%
CCOC(=O)c1c(NC(=O)c2ccccc2OC)sc(C(=O)N2CCCCC2)c1C	12%
O=C(COc1ccccc1Cl)Nc1c[nH]c(=O)[nH]c1=O	0%
Cc1ccc(N=C2NC(=O)CS2)cc1	9%
O=C(Nc1cccc(NC(=O)c2cccc3ccccc23)c1)c1ccc(I)cc1	43%
NC1=NC(=O)/C(=C/c2ccccc2OCCOc2ccc(Br)cc2)S1	13%
COC(=O)c1ccc(C(=O)Nc2cc(Cl)ccc2Cl)cc1N=NC1=C(O)CC(C)(C)CC1=O	0%
COc1cccc(NC(=O)c2ccc(C)c([N+](=O)[O-])c2)c1	4%
Cc1ccc2nc(NC(=O)c3ccc(-c4cc(Cl)ccc4Cl)o3)sc2c1	1%
O=C(NC(=S)Nc1ccc(NC(=O)c2ccco2)cc1)c1ccccc1	1%
N#Cc1c(SCC(=O)N2CCOCC2)nsc1SCC(=O)N1CCOCC1	12%
OCc1cn(-c2ccccc2)nc1-c1cccc(Br)c1	0%
O=C1C2C(C(=O)N1/N=C/c1cccc(Cl)c1)C1C=CC2C12CC2 (stereo not drawn)	6%
COc1ccc(CNCc2ccccc2[N+](=O)[O-])cc1OC	0%
COCCNC(=O)/C(C#N)=C/c1ccc(OCc2ccccc2)c(Br)c1	17%
COc1ccc(-c2cc3cc(Cl)ccc3oc2=O)cc1OC	8%
CCOc1cc(/C=N/Nc2nc(N3CCOCC3)nc(N3CCOCC3)n2)ccc1OC(=O)c1ccc(F)cc1	13%
CCCCN(Cc1ccccc1)C(=O)C1CCN(Cc2ccccc2O)CC1	14%

A portion of the results above, as a working copy:
SMILES	RNase H inhibition
CCOC(=O)c1c(NC(=O)c2ccccc2OC)sc(C(=O)N2CCCCC2)c1C	12%
O=C(COc1ccccc1Cl)Nc1c[nH]c(=O)[nH]c1=O	0%
Cc1ccc(N=C2NC(=O)CS2)cc1	9%
O=C(Nc1cccc(NC(=O)c2cccc3ccccc23)c1)c1ccc(I)cc1	43%
NC1=NC(=O)/C(=C/c2ccccc2OCCOc2ccc(Br)cc2)S1	13%
COC(=O)c1ccc(C(=O)Nc2cc(Cl)ccc2Cl)cc1N=NC1=C(O)CC(C)(C)CC1=O	0%
COc1cccc(NC(=O)c2ccc(C)c([N+](=O)[O-])c2)c1	4%
Cc1ccc2nc(NC(=O)c3ccc(-c4cc(Cl)ccc4Cl)o3)sc2c1	1%
O=C(NC(=S)Nc1ccc(NC(=O)c2ccco2)cc1)c1ccccc1	1%
N#Cc1c(SCC(=O)N2CCOCC2)nsc1SCC(=O)N1CCOCC1	12%
OCc1cn(-c2ccccc2)nc1-c1cccc(Br)c1	0%
O=C1C2C(C(=O)N1/N=C/c1cccc(Cl)c1)C1C=CC2C12CC2 (stereo not drawn)	6%
COc1ccc(CNCc2ccccc2[N+](=O)[O-])cc1OC	0%
COCCNC(=O)/C(C#N)=C/c1ccc(OCc2ccccc2)c(Br)c1	17%
COc1ccc(-c2cc3cc(Cl)ccc3oc2=O)cc1OC	8%
CCOc1cc(/C=N/Nc2nc(N3CCOCC3)nc(N3CCOCC3)n2)ccc1OC(=O)c1ccc(F)cc1	13%
CCCCN(Cc1ccccc1)C(=O)C1CCN(Cc2ccccc2O)CC1	14%

Following part:
SMILES	RNase H inhibition
O=[N+]([O-])c1ccc(-c2ccc(C=Nc3ccc(O)cc3)o2)c(Br)c1	13%
Cc1ccc2cc(C3CC(c4ccc(Br)cc4)=NN3C(=O)CCC(=O)O)c(=O)[nH]c2c1 (stereo not drawn)	0%
O=C(O)CN1C(=O)/C(=C2/C(=O)N(CC(=O)O)c3ccccc32)SC1=S	1%
COc1ccc2c3c(cccc13)OCC2=O	37%
CC1(C)CC(=O)CC(c2ccccc2)(C(F)(F)F)O1 (stereo not drawn)	8%
Cc1[nH]oc(=O)c1N=Nc1ccc([N+](=O)[O-])cc1	11%
CCOc1ccc(N(CC(=O)NCCSCc2ccccc2)S(=O)(=O)c2ccccc2)cc1	10%
CCOC(=S)NC(=O)c1sc2ccccc2c1Cl	14%
CCOC(=O)c1cnc2cc(OC)ccc2c1Cl	2%
COC(=O)c1cc(C(=O)Nc2ncccc2C)cc([N+](=O)[O-])c1	5%
COC(=O)c1ccccc1NC(=O)c1ccccc1[N+](=O)[O-]	0%
CCC1(C)CC(C(CCNCc2ccc(F)cc2)c2ccc(C)cc2)CCO1 (stereo not drawn)	13%
O=[N+]([O-])c1cccc(S(=O)(=O)NCc2ccccc2)c1	0%
NNC1=NC2(CCCCC2)Cc2ccccc21	4%
O=C(NC(=S)Nc1ccc2oc(-c3ccccc3)nc2c1)c1ccccc1Cl	7%
CC(=O)N1c2ccc(NC(=O)C(F)(F)F)cc2C(C)(c2ccccc2)CC1(C)C (stereo not drawn)	16%
CN(C)CC(Oc1ccc(F)cc1)C(=O)O (stereo not drawn)	8%
O=C(NCc1ccccn1)C(=O)Nc1ccccc1F	3%
O=C(CSc1n[nH]c(=O)[nH]c1=O)c1ccccc1[N+](=O)[O-]	3%
O=C(N/N=C/c1ccc(-c2cccc([N+](=O)[O-])c2)o1)c1ccccn1	17%
O=c1c2c(nc(SCc3ccccc3)n1C1CCCC1)-c1ccccc1CC21CCCCC1	8%
COc1ccc(C(N)=O)cc1NC(=O)c1cc(C(F)(F)F)cc(C(F)(F)F)c1	15%
N/C(Cc1cccc2ccccc12)=N\OC(=O)c1cccs1	11%
OCCN=Cc1c2ccccc2cc2ccccc12	27%
O=c1/c(=C/c2cccc(C(F)(F)F)c2)sc2nc3ccccc3n12	3%
CCSCCOC(=O)C1=C(C)NC2=C(C(=O)CC(C)(C)C2)C1c1ccc(OC(C)=O)cc1 (stereo not drawn)	11%
CCOCCOC(=O)C1=C(C)NC2=C(C(=O)CCC2)C1c1ccc(OC)c(O)c1 (stereo not drawn)	7%
CCOC(=O)C(CCOCCOc1c(Cl)cc(Cl)cc1Cl)C(=O)OCC	4%
O=S(=O)(c1ccc(C2=CSC3=NCCN23)cc1)N1CCCCC1	11%
O=C(N/N=C/c1ccncc1)c1ccc(F)cc1	0%
C=CCN1C(=O)/C(=C/c2cc(Cl)ccc2OCCOc2ccc(OC)cc2)SC1=S	17%
Cc1c(OCC(=O)c2ccccc2)ccc2c3c(c(=O)oc12)CCC3	1%
CCOC(=O)C1=C(C)N=c2s/c(=C\c3cc(I)c(OCC)c(OC)c3)c(=O)n2C1c1ccccc1Cl (stereo not drawn)	14%
CCOc1ccc(/C=C(\NC(=O)c2cccc(Br)c2)C(=O)N2CCCCCC2)cc1	17%
Cc1c(C#N)c(=O)ncn1-c1ccc(Br)cc1	2%
COc1ccc(C2NC(c3ccc(OC)c(OC)c3)C(C)C(=O)C2C)cc1OC (stereo not drawn)	3%
O=C(NC(=S)Nc1ccc(Cl)c(Cl)c1)c1cccc(Cl)c1	4%
CCC(=O)Nc1ccc(NC(=O)c2ccc(Cl)c(Cl)c2)cc1	18%
CC(C)(C)c1ccc(OCC(=O)NC(=S)Nc2ccc(F)c([N+](=O)[O-])c2)cc1	6%
C=C(C)COc1ccc2c(CC)cc(=O)oc2c1	1%
C/C=C/c1ccc(OCCOc2ccccc2C=O)c(OC)c1	18%
COc1ccccc1NC(=O)CSc1nc2ccc(N3C(=O)c4ccccc4C3=O)cc2s1	30%
N#CC1=C(SCc2ccccc2)NC(=O)CC1c1ccccc1Cl (stereo not drawn)	2%
Cn1c(/C=C(/OC(=O)c2ccc(Cl)cc2)c2ccc(Cl)cc2)nc2ccccc21	18%
COc1ccc(OCCCOc2ccc([N+](=O)[O-])cc2Cl)cc1	21%
Nc1nnc(SCc2ccc(Cl)c(Cl)c2)s1	10%
CC(=O)Oc1cc(OC(C)=O)c2c(C)cc(=O)oc2c1	6%
CC1=NN(c2ccc(C)cc2)C(=O)/C1=C\c1ccc2c(c1)OCO2	2%
O=C(O)c1cc(-c2cccc([N+](=O)[O-])c2)nc2ccccc12	4%
COc1ccc(CN2CCN(Cc3ccco3)CC2)cc1	8%
Cc1ccc2nc(C)c3c(c2c1)OC(C(C)(Cl)Br)C3 (stereo not drawn)	5%
O=S(=O)(NCc1ccc(C=Nc2ccc(OCc3ccccc3)cc2)o1)c1ccccc1	49%
O=C(N/N=C/c1ccsc1)c1c[nH]c2ccccc12	5%
CCC(C)c1ccc(NC(=O)c2cccnc2)cc1 (stereo not drawn)	4%
COc1ccc(C(=O)NC(CC(=O)O)c2ccccc2)cc1 (stereo not drawn)	0%
O=C(Nc1cccc(C(F)(F)F)c1)c1nn2c(c1Cl)NC(c1ccccc1)CC2C(F)(F)F (stereo not drawn)	10%

Compound activity as filed in PubChem.
